Compound activity from PubChem.
ROC1-CUL1 inh: blocks human RBX1-Cullin-1 di-ubiquitin formation. in vitro K48 di-Ub FRET, acceptor:donor ratio, 45 min. AID 1347404. P62877+Q13616. hit rate 0.6% among 140,000. inhibition, % at 10 µM; in the data active = inhibition above about 25%
Target sequence (P62877 whole entry, looked up): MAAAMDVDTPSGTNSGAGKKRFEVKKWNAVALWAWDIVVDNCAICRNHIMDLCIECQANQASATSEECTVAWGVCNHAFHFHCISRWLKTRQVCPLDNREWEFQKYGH
Target sequence (Q13616 whole entry, looked up): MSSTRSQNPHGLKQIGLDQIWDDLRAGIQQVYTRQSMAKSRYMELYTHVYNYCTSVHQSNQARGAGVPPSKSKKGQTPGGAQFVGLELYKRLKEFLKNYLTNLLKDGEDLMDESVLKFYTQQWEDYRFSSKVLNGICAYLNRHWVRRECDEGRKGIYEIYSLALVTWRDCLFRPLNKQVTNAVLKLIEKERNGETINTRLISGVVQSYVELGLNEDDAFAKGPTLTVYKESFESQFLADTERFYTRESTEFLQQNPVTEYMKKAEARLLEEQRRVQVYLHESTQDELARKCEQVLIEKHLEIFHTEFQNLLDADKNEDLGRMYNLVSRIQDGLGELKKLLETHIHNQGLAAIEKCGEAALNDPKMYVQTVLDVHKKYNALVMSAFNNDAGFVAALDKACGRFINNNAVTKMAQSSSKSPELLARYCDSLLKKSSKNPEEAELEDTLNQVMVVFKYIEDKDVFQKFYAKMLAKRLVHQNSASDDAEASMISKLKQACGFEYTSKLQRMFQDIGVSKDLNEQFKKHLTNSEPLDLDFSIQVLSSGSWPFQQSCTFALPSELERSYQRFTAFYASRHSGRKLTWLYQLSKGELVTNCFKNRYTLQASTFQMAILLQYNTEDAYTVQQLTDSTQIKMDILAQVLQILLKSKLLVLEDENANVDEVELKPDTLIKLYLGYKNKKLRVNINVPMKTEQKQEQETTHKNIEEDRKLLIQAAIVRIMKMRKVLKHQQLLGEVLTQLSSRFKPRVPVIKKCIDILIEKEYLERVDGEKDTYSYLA
Numbers without * were called inactive.

Cc1ccc(CN(Cc2ccco2)C(=O)c2ccc(Cl)cc2)o1 was read as ROC1-CUL1 inh -2.
`COc1cc(CNc2ccc(Cl)cc2)ccc1OCC(=O)NC1CCCCC1` gave ROC1-CUL1 inh 2.
`CN(C)c1nc(N)nc(CSc2nc3cc(Cl)ccc3o2)n1` gave ROC1-CUL1 inh -2.
Screening Cc1ccccc1Nc1nnc(-c2ccc(C)c(S(=O)(=O)NCc3ccccn3)c2)c2ccccc12 returned ROC1-CUL1 inh 0.
Screening COc1ccccc1CNC(=O)CSC1=Nc2ccccc2N=C(c2ccc(F)cc2)C1 returned ROC1-CUL1 inh 4.
`Cc1ccc(C(=O)N2CCc3onc(-c4cccc(F)c4)c3C2)s1` gave ROC1-CUL1 inh -15.
CCOC(=O)c1cnc2ccc(Cl)cc2c1Nc1ccc(OCC)cc1 was read as ROC1-CUL1 inh 5.
For Cc1cc(C(=O)CN2CCCCC2)c(C)n1-c1ccc(Cl)c(C(F)(F)F)c1 the results were ROC1-CUL1 inh -10.
For Cc1ccc(NC(=O)CCS(=O)(=O)c2ccc(Br)cc2)c(C)c1 the results were ROC1-CUL1 inh -13.
Screening O=C1c2ccccc2-c2nc3ncnn3c(-c3ccccc3Cl)c21 returned ROC1-CUL1 inh -4.
Screening COc1ccccc1CNC(=O)CCCN1C(=O)CCn2nc(-c3cn(C)c4ccccc34)cc21 returned ROC1-CUL1 inh 2.
`COc1ccccc1CN1CCN(C(=O)CCc2nnc(-c3cc(C)on3)o2)CC1` gave ROC1-CUL1 inh -8.

Random excerpt: 3 records from the list, in no set order.
For Cc1cc(C(=O)CN2CCCCC2)c(C)n1-c1ccc(Cl)c(C(F)(F)F)c1 the results were ROC1-CUL1 inh -10.
`COc1ccccc1CN1CCN(C(=O)CCc2nnc(-c3cc(C)on3)o2)CC1` gave ROC1-CUL1 inh -8.
CCOC(=O)c1cnc2ccc(Cl)cc2c1Nc1ccc(OCC)cc1 was read as ROC1-CUL1 inh 5.

Next part.
C=CCSc1nnc2c(n1)OC(c1ccc(Br)o1)N(C(C)=O)c1ccccc1-2 (stereo not given) was read as ROC1-CUL1 inh 1.
For Cc1ccc(C)c(NC(=O)Cn2cnc3ccccc3c2=O)c1 the results were ROC1-CUL1 inh 1.
For Nc1nc(CN2CCCCCC2)nc(Nc2ccc(F)cc2)n1 the results were ROC1-CUL1 inh -5.
Screening CC(c1cccnc1)c1c(Cl)[nH]c2ccccc12 (stereo not given) returned ROC1-CUL1 inh 9.
CCc1ccc(O)c(C(=O)c2cnc3cc(-c4ccc(C)cc4)nn3c2)c1 was read as ROC1-CUL1 inh -5.
Screening O=C(COc1ccccc1)N(Cc1cccnc1)c1nc2ccc(F)cc2s1 returned ROC1-CUL1 inh 2.
CCOC(=O)CC1CCCCN1C(=O)CCC1(Cc2ccc(F)cc2)CCC(=O)N1 (stereo not given) was read as ROC1-CUL1 inh 4.
Cc1noc(C)c1C(=O)Nc1ccccc1F was read as ROC1-CUL1 inh 6.
COc1cc(CC2=NC(=S)NC2=O)ccc1OC(=O)C12CC3CC(CC(C3)C1)C2 was read as ROC1-CUL1 inh -2.
Screening CCOc1ccc(OCC)c(Nc2nc3ccccc3n3nnnc23)c1 returned ROC1-CUL1 inh -3.
Screening O=C(c1ccc[nH]1)N1CCC(Cn2cc(CN3CCOCC3)nn2)CC1 returned ROC1-CUL1 inh 0.
Screening OC(c1cccs1)(c1cccs1)C(O)(c1cccs1)c1cccs1 returned ROC1-CUL1 inh 10.

Already shown: an excerpt of the list.
C=CCSc1nnc2c(n1)OC(c1ccc(Br)o1)N(C(C)=O)c1ccccc1-2 (stereo not given) was read as ROC1-CUL1 inh 1.
For Cc1ccc(C)c(NC(=O)Cn2cnc3ccccc3c2=O)c1 the results were ROC1-CUL1 inh 1.
For Nc1nc(CN2CCCCCC2)nc(Nc2ccc(F)cc2)n1 the results were ROC1-CUL1 inh -5.

The listing continues:
`Cc1ccc(NC(=O)CSc2nc(C(F)(F)F)cc(=O)[nH]2)cc1C` gave ROC1-CUL1 inh 6.
`COc1cccc(C(=O)Nc2cccc(C(=O)OCc3cc(=O)n4nc(C5CC5)sc4n3)c2)c1` gave ROC1-CUL1 inh 6.
Screening Cc1c(NS(C)(=O)=O)cccc1-c1nc2ccccc2s1 returned ROC1-CUL1 inh 1.
Screening Cc1ccc(NC(=O)CN2C(=O)COc3ccc(S(=O)(=O)N4CCCCCC4)cc32)cc1C returned ROC1-CUL1 inh -1.
`CC12CCC(C(=O)NCc3cccnc3)(OC1=O)C2(C)C` (stereo not given) gave ROC1-CUL1 inh -1.
`Cc1ccc(CNC(=O)NCc2noc3ccc(C)cc23)cc1` gave ROC1-CUL1 inh 0.
O=C(/C=C/c1cccs1)N1CCC(Cc2ccccc2)CC1 was read as ROC1-CUL1 inh -6.
For CC(Oc1ccccc1)C(=O)Nc1nc2ccccc2s1 (stereo not given) the results were ROC1-CUL1 inh 3.
`CC1=C(C(=O)Nc2cccc(Cl)c2)C2(CCCCCC2)OC1=O` gave ROC1-CUL1 inh -5.
For O=C(NCC(c1ccccc1)c1ccccc1)c1nn(-c2ccccc2F)nc1CO the results were ROC1-CUL1 inh 4.
COC(=O)c1ccc(/C=N/NC(=O)CSc2nnc(C)n2-c2ccccc2)cc1 was read as ROC1-CUL1 inh 1.
`O=C(NC12CC3CC(CC(C3)C1)C2)C1CCN(Cc2ccc(F)cc2)CC1` gave ROC1-CUL1 inh -4.

Some of these compounds in order of count of non-hydrogen atoms, descending:
Screening Cc1ccc(NC(=O)CN2C(=O)COc3ccc(S(=O)(=O)N4CCCCCC4)cc32)cc1C returned ROC1-CUL1 inh -1.
`Cc1ccc(NC(=O)CSc2nc(C(F)(F)F)cc(=O)[nH]2)cc1C` gave ROC1-CUL1 inh 6.
Screening Cc1c(NS(C)(=O)=O)cccc1-c1nc2ccccc2s1 returned ROC1-CUL1 inh 1.

Continuation:
O=C1C(=O)N(CCCn2ccnc2)C(c2cccc(Cl)c2)C1C(=O)c1cc2ccccc2o1 (stereo not given) was read as ROC1-CUL1 inh 0.
For CCCCN1C(=O)C2(OCCCO2)c2cccc(Cl)c21 the results were ROC1-CUL1 inh -3.
`O=C(Cn1c(-c2ccccn2)nc2ccccc21)NCCCN1CCOCC1` gave ROC1-CUL1 inh 15.
Screening CC1=C(C(=O)OCCc2ccccc2)C(c2ccccc2C(F)(F)F)NC(=O)N1C (stereo not given) returned ROC1-CUL1 inh 1.
O=c1oc2ccccc2cc1-c1ccc(O)cc1O was read as ROC1-CUL1 inh -2.
`Cc1cc(S(=O)(=O)c2ccc([N+](=O)[O-])cn2)ccc1Br` gave ROC1-CUL1 inh 7.
COc1ccc(CCNC(=O)CSc2nc3sc(-c4ccccc4)cc3c(=O)n2-c2ccccc2)cc1OC was read as ROC1-CUL1 inh -5.
Screening Cc1ccc(C)c(-n2c(-c3csc4c3CCCC4)n[nH]c2=S)c1 returned ROC1-CUL1 inh 2.
Screening O=C(C1=NOC2C(=O)N(c3ccc(Br)cc3)C(=O)C12)c1cccs1 (stereo not given) returned ROC1-CUL1 inh 1.
CCCc1[nH]nc2c1C(c1ccccc1Br)C(C#N)C(=N)O2 (stereo not given) was read as ROC1-CUL1 inh -5.
O=C(Nc1cc(Cl)cc(Cl)c1)N1CCCCCC1 was read as ROC1-CUL1 inh -2.
`CC(=O)NC1=NC(=O)/C(=C/c2ccc(OCc3cccc(I)c3)cc2)S1` gave ROC1-CUL1 inh -3.
`CCOC(=O)/C=C/C(=O)n1nc(C)cc1C` gave ROC1-CUL1 inh -8.
`CC(C)(C)C(=O)N1CCC(N2CCCC(C(=O)NCCc3ccccc3)C2)CC1` (stereo not given) gave ROC1-CUL1 inh -6.
COc1ccc(CNC(=O)CCCN2C(=O)CCn3nc(-c4cn(C)c5ccccc45)cc32)cc1 was read as ROC1-CUL1 inh 1.
For CCOC(=O)C1C(CN(CC)Cc2ccccc2)=NC(=O)NC1c1ccc(OC(C)C)cc1 (stereo not given) the results were ROC1-CUL1 inh -4.
Screening Cc1nc(N2CCN(c3ncccn3)CC2)[nH]c(=O)c1C returned ROC1-CUL1 inh 1.
Screening O=C(NCCC(c1ccccc1)c1ccccc1)NC1CCCCC1 returned ROC1-CUL1 inh -7.
For CC(=O)N1CC=C2C(C#N)C(=N)C(C#N)(C#N)[C@H](c3ccoc3)[C@H]2C1 (stereo not given in full) the results were ROC1-CUL1 inh 1.
For CCN1CCCC1CNc1nncc(-c2cccc(C(F)(F)F)c2)n1 (stereo not given) the results were ROC1-CUL1 inh 4.
For CCOC(=O)c1ccc(NC(=O)c2ccc3c(c2)NC(=O)c2ccccc2S3)cc1 the results were ROC1-CUL1 inh 7.
`CC(C)NC(=O)Cn1ncn2c(cc3cc(F)ccc32)c1=O` gave ROC1-CUL1 inh -1.
Screening CCOC(=O)c1noc2nc(C)n(CC(=O)NC(C)CC)c(=O)c12 (stereo not given) returned ROC1-CUL1 inh -6.
Screening COc1cccc(N2CCN(C(=O)c3ccc(Cl)cc3Cl)CC2)c1 returned ROC1-CUL1 inh 4.
`Cc1ccc(/C=N/NC(=O)CSc2nnc(-c3ccc(Br)cc3)n2C)cc1` gave ROC1-CUL1 inh -1.
For CCN(CC)CCN(CC)C(=O)Cn1nnnc1CN(C)C(C)C the results were ROC1-CUL1 inh -5.
For Cc1nc2ccc(I)cc2c(=O)n1-c1nc2ccccc2s1 the results were ROC1-CUL1 inh -1.
O=C(c1ccco1)N1CCN(CC(=O)N2CCn3c4c(c5cc(C6CCCCC6)ccc53)CCCC42)CC1 (stereo not given) was read as ROC1-CUL1 inh -3.
CCOc1ccc(CNC(=O)Cn2nc(C)n3cccc3c2=O)cc1 was read as ROC1-CUL1 inh 5.
Screening Cc1cc(C(F)(F)F)nn1-c1nc(-c2ccccc2)cc(C(F)(F)F)n1 returned ROC1-CUL1 inh 0.
`CCC(=O)Oc1ccc(-c2nc3ccccc3c(=O)o2)cc1` gave ROC1-CUL1 inh 9.
COc1ccc(S(=O)(=O)N(C)CC(=O)Nc2ccc(C(N)=O)cc2)cc1C was read as ROC1-CUL1 inh 1.
Screening CCc1ccc(NC(=O)c2cccc(N3CCCS3(=O)=O)c2)cc1 returned ROC1-CUL1 inh -7.
For O=C(Nc1ccc(N2CCOCC2)c(Br)c1)c1cccnc1 the results were ROC1-CUL1 inh 3.
`CC(=O)c1c(C)oc2cc(O)cc(O)c2c1=O` gave ROC1-CUL1 inh 2.
Clc1ccc(-c2cnnc(NCc3ccncc3)n2)cc1 was read as ROC1-CUL1 inh 6.
Screening CC(C)c1noc(-c2ccc(NCc3cc(-c4cccnc4)no3)nc2)n1 returned ROC1-CUL1 inh 3.
For COc1ccc(S(=O)(=O)N2CCN(Cc3nc4ccc(C)cc4o3)CC2)cc1OC the results were ROC1-CUL1 inh -14.
Screening CCOC(=O)C1C(=O)/C(=C\c2ccc(OC)cc2)N=C1C (stereo not given) returned ROC1-CUL1 inh 12.
For Clc1ccc(N/N=C/c2cccc(I)c2)nn1 the results were ROC1-CUL1 inh 15.
`Cc1cccc(N2C(=O)CSC23C(=O)N(CC(=O)Nc2cccc(Cl)c2)c2ccccc23)c1` (stereo not given) gave ROC1-CUL1 inh 13.
For COc1ccc(N=C(N)N=C2N=C3CCCC3C(=O)N2)cc1 (stereo not given) the results were ROC1-CUL1 inh -4.
Screening CCc1ccccc1NC(=O)Nc1nnc(N(CC)c2ccccc2)s1 returned ROC1-CUL1 inh 6.
O=C(CCc1cccnc1)N1CCCC(CCc2ccccc2F)C1 (stereo not given) was read as ROC1-CUL1 inh 2.
Screening CCOc1ccc(NC(=O)Cc2ccc(Cl)cc2)cc1 returned ROC1-CUL1 inh 10.
Screening Cc1ccc(OCCSc2nnnn2C2CCCCC2)cc1 returned ROC1-CUL1 inh -1.
`CC(O)(O)COC(=O)C1CCC(=O)N1` (stereo not given) gave ROC1-CUL1 inh 6.
Screening CCOc1cccc(C(=O)Nc2cccc(Cl)c2)c1 returned ROC1-CUL1 inh 6.
Cc1cc(C)n(CCc2nc3c4ccccc4nc(N4CCN(c5ccccc5)CC4)n3n2)n1 was read as ROC1-CUL1 inh -5.
For COc1ccc(Cl)cc1NS(=O)(=O)c1cc(-c2cc(C)no2)ccc1C the results were ROC1-CUL1 inh 6.
Cc1ccccc1CC1(CO)CCCN(Cc2ccc(OCCO)cc2)C1 (stereo not given) was read as ROC1-CUL1 inh -1.
For COc1ccc(-n2ncc3c2CC(C)(C)CC3NC(=O)CCC(C)=O)cc1 (stereo not given) the results were ROC1-CUL1 inh 1.
Screening O=C1C=C(c2ccccc2)N(c2ccccc2)C(=O)C1S(=O)(=O)c1ccc(Cl)cc1 (stereo not given) returned ROC1-CUL1 inh 5.
COc1cc(/C=C2\SC(=N)NC2=O)c(Cl)cc1O was read as ROC1-CUL1 inh 2.
`CCNC(=S)NNC(=O)c1cc(-c2ccc(OC(C)C)cc2)nc2ccccc12` gave ROC1-CUL1 inh -5.
`CN(C(=O)C1=CC(c2ccc3c(c2)OCO3)=NS(=O)(=O)N1C)c1ccccc1` gave ROC1-CUL1 inh 4.
CCOc1ccc(NC(=O)Cn2c(=O)n(-c3cccc(Cl)c3)c(=O)c3c2c2cc(C)ccc2n3C)cc1 was read as ROC1-CUL1 inh -8.
For CC(CNC(=O)CCCn1c(=O)c2cccn2c2ccccc21)c1ccccc1 (stereo not given) the results were ROC1-CUL1 inh -3.
`COc1ccc(C(=O)CC2OC(=O)c3ccccc32)cc1OC` (stereo not given) gave ROC1-CUL1 inh -7.
Cc1nnc(NC(=O)N[C@H]2CCC[C@H]2Cc2ccc(F)cc2)s1 was read as ROC1-CUL1 inh -5.

Grouped by structure: those above containing two or more sulfur atoms (4)
Screening OC(c1cccs1)(c1cccs1)C(O)(c1cccs1)c1cccs1 returned ROC1-CUL1 inh 10.
Screening Cc1c(NS(C)(=O)=O)cccc1-c1nc2ccccc2s1 returned ROC1-CUL1 inh 1.
COc1ccc(CCNC(=O)CSc2nc3sc(-c4ccccc4)cc3c(=O)n2-c2ccccc2)cc1OC was read as ROC1-CUL1 inh -5.
Screening Cc1ccc(C)c(-n2c(-c3csc4c3CCCC4)n[nH]c2=S)c1 returned ROC1-CUL1 inh 2.

Some of the compounds tested; rates above refer to the full screens.
